# Source: PubChem BioAssay
# KDM5B inhibitor – inhibitors of human KDM5B histone demethylase; Potency, µM (highest dose often 57.7 µM), without a hit: at the highest dose activity change, negative = inhibition, hits mostly inhibitors; Q9UGL1; KDM5B demethylase, FDH-coupled NADH fluorescence (FDH is formaldehyde dehydrogenase); hit rate 2.6% among 220,000; AID 1347165; active means well fitted inhibition curve with a large enough effect; inconclusive means small, poorly fitted or top-dose-only effect; inactive means no such curve, though single readings can be large or run the other way; further: 0% is about no effect; nearly all actives have a fitted effect of over 70% in size
# Target sequence (Q9UGL1 whole entry, looked up): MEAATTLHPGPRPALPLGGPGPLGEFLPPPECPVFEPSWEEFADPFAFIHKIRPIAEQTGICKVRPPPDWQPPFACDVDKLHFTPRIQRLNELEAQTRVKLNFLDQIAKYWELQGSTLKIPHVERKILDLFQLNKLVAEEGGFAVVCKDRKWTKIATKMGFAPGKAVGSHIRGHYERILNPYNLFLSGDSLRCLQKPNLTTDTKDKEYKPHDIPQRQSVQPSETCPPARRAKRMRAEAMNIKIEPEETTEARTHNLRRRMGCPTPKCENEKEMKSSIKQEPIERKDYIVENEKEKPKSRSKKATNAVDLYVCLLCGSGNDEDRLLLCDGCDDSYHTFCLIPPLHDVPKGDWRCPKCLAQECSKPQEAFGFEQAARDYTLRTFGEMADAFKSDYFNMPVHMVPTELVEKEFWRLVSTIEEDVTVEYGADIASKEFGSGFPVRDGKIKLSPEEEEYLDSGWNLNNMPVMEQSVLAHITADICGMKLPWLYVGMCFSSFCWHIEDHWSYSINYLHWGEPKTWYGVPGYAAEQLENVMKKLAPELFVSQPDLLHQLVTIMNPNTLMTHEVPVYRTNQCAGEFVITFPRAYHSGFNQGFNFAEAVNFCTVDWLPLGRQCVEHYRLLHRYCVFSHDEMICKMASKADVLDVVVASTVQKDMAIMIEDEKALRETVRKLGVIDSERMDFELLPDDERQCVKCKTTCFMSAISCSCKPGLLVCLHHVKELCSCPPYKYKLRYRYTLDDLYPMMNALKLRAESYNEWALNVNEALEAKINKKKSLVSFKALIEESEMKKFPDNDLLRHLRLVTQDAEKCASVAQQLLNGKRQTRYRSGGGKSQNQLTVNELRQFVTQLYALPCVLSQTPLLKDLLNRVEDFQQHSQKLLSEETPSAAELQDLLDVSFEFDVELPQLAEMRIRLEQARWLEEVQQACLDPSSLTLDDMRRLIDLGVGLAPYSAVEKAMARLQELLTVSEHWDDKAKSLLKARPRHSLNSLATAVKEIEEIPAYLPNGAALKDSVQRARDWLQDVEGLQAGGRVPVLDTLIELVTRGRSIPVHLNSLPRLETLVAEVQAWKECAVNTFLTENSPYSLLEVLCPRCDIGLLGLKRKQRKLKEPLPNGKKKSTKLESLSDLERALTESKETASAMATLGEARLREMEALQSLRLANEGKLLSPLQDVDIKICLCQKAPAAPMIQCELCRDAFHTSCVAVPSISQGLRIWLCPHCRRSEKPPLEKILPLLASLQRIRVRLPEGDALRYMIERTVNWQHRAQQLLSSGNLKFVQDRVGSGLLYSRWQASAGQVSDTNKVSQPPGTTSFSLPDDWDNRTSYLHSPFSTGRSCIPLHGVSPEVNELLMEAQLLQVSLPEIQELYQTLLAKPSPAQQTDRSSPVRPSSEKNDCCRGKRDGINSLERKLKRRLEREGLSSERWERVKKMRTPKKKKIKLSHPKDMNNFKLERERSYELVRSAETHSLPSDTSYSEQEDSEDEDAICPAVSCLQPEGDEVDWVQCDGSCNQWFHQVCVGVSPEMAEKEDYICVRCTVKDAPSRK
#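 Here, H3K4me3 peptide (12.5 µM in substrate mix) is demethylated by KDM5BΔAP, 200 nM final, after 10 min compound exposure. Formaldehyde product is coupled through FDH (0.25 U/mL in mix) to NADH fluorescence; 30-min ΔRFU feeds dose-response curves.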
# An asterisk follows results filed as active; i = inactive; ? = inconclusive; [ ] = another dose, or the depositor's remark. Potency means the concentration at half of the fitted maximal effect. These rows are one share of the data; count on the stated rates, not on these rows.
SMILES,KDM5B inhibitor
CC(=O)N1Cc2ccccc2CC2(CCCN(Cc3ccncc3)C2)C1 (stereo not given),-17.9%[115 µM]
COc1ccccc1-c1[nH]nc2ncc(-c3ccccc3O)nc12,-0.2%[86.2 µM]
CSc1ccc(NC(=O)Nc2ccc(C(=O)NCC(=O)O)cc2)cc1,-6.0%
COc1ccc(C2Cn3cnc(C(=O)N4CCC(C(=O)NCc5ccc(C)cc5)CC4)c3CO2)cc1 (stereo not given),30.6%[activator]
O=C(NC1CCCCC1)C(c1ccccn1)N(C(=O)c1csnn1)c1ccccc1 (stereo not given),11.4%
CNC(=O)N1CCC(C2CCN(C(=O)c3ccc(OC)nc3)C2)CC1 (stereo not given),2.9%
CCc1nn(CC(=O)N2CCN(c3cccc(C)c3C)CC2)c(=O)c2cc3occc3n12,-25.5%
COC(=O)[C@]12C[C@H](CC(=O)N3CCSCC3)C(=O)N(CCC3=CCCCC3)C1=C[C@H](C(C)C)O[C@@H]2C1CC1,-9.2%
COc1cccc(NC(=O)CN2CCN(CC(=O)Nc3ccccc3Cl)CC2)c1,?
COCC(=O)N1CCCC(C(=O)N2CCN(c3ccc(F)cc3)CC2)CCNC(=O)CC1 (stereo not given),-23.5%
CC1(C)CN(C(=O)c2ccccc2N2CCC(=O)NC2=O)CC[C@]1(C)O,?
O=C(COc1ccc(Br)cc1CNCCc1ccccc1)NCc1ccccc1,?
NS(=O)(=O)c1ccc(CCNC(=O)CC(NC(=O)c2ccccc2Cl)c2ccccc2)cc1 (stereo not given),37.8%
COc1ccc(-c2cn3c(n2)sc2cc(C(=O)Nc4ccc(C)c(C)c4)ccc23)cc1,?
Cn1cnc(S(=O)(=O)N2CCCC(C(=O)NCc3ccc(F)cc3)CCNC(=O)CC2)c1 (stereo not given),-12.4%
COCc1nc(CCNC(=O)C2CCC2)no1,0.9%
CC1=Nc2ccccc2N=C(NC(=O)CSC(=S)N2CCN(C)CC2)C1c1ccccc1 (stereo not given),34.7%[activator]
COc1ccc(C(=O)N/N=C\c2ccc(OC)c(COc3ccccc3Br)c2)c(OC)c1,?
CC(C)(C)c1cc(C[C@@H]2CC[C@H](O)[C@@H](CNC(=O)c3cccc(F)c3)O2)no1,12.6%[86.2 µM]
CC(C)(C)c1nc(C(=O)NCc2cccnc2)n2ccncc12,100µM*
COc1ncccc1-c1nccc2c(=O)cc(N(C)c3ccccc3)oc12,-0.6%[86.2 µM]
CCc1ccc(CNC(=O)C2CCCN(c3nn4cc(-c5ccc(F)cc5)nc4s3)C2)cc1 (stereo not given),1.5%
O=C(Nc1ccc(Cl)cc1)N1CCN(CCc2ccncc2)CC1,7.0%
COC(=O)c1ccc(CNC(=O)c2nccnc2N)cc1,i
Cc1ccc(Cl)cc1-n1c(=O)c2sc3ccccc3c2n(CC(=O)NC2CCCCC2)c1=O,?
CNC(=O)c1c(NC(=O)c2ccc(S(=O)(=O)N3CCCCC3C)cc2)sc2c1CCC2 (stereo not given),?
Cc1cc(=O)oc2cc3occ(-c4ccc(-c5ccccc5)cc4)c3cc12,-20.4%
O=C(O)C(c1c[nH]c2cc(F)ccc12)N1CCN(CCNc2cc(=O)oc3ccccc23)CC1 (stereo not given),-22.0%
Cc1oc2c(c1C(=O)NCc1ccc3c(c1)OCO3)CN(Cc1ccc(F)cc1)CC2,?
COc1ccc(C2CC(=O)C=C(NCc3ccccc3)C2)cc1 (stereo not given),16.4%
COc1ccc(OCC(=O)Oc2ccc3c(C)cc(=O)oc3c2)cc1,i
CN1C[C@@H]2CCCN3CCC[C@@H]([C@H]23)[C@H]1CCCC(=O)Nc1ccc2c(c1)OCCO2,8.8%
c1cc(CN2CCc3c(sc4ncnc(N5CCOCC5)c34)C2)ccn1,?
Cc1ccc(SC(C)C(=O)Nc2ccc(F)cc2F)cc1 (stereo not given),8.9%
O=C(Cc1cccc(F)c1)N1CCC(Cc2nc(C3CCOCC3)no2)CC1,5.4%
Cc1cc(C(=O)COc2ccc3ccc(=O)oc3c2)c(C)n1CC(F)(F)F,?
COc1ccc(C(=O)N2CC(c3nc(CCOc4cccc(C)c4)no3)C2)cc1F,12.9%
CC(C)CS(=O)(=O)N[C@H](C)c1onc(-c2ccc(F)cc2)c1C(=O)O,-1.7%[86.2 µM]
COc1ccc2c(c1)CCN=C2C[C@H]1CN(C(=O)Cc2cccs2)CC[C@H]1CC(=O)O,35.5µM*
Fc1ccc(N2CCN(c3ncnc4[nH]ncc34)CC2)cc1,-4.4%
CCOc1ccc2ccccc2c1C=O,-12.7%
O=C(NC1CCC(C(F)(F)F)CC1)c1ccc(Cl)nc1 (stereo not given),-5.3%
CCC1CCCCN1C(=O)Cn1nc(-c2ccc(C)cc2)c2ccccc2c1=O (stereo not given),-9.1%
C[C@]1(CO)[C@H]2Cc3sc(NC(=O)c4ccc(F)cc4)nc3[C@@H](CC(=O)N3CCCCC3)[C@]2(C)CC[C@H]1O,?
O=C(Nc1nc2cc3c(cc2s1)OCCCO3)c1ccc(Br)cc1F,4.5%
O=C(Nc1ccc(O)c(-c2nc3ccccc3o2)c1)c1sc2ccccc2c1Cl,-24.1%
COc1ccc(OC)c(S(=O)(=O)NCCS(=O)(=O)N2CCN(c3ccccc3)CC2)c1,-22.5%
Cc1ncoc1C(=O)N1CCC2(CC1)CC(N(Cc1ccccc1)C1CC1)CCO2 (stereo not given),21.9%

# Shown as labelled records: entries from further up
molecule: O=C(NC1CCC(C(F)(F)F)CC1)c1ccc(Cl)nc1 (stereo not given)
  KDM5B inhibitor: -5.3%
molecule: Fc1ccc(N2CCN(c3ncnc4[nH]ncc34)CC2)cc1
  KDM5B inhibitor: -4.4%
molecule: CC(C)CS(=O)(=O)N[C@H](C)c1onc(-c2ccc(F)cc2)c1C(=O)O
  KDM5B inhibitor: -1.7%[86.2 µM]

# The results go on.
SMILES,KDM5B inhibitor
CC(=O)N1c2ccccc2NC2=C(C(=O)CCC2)C1c1ccccc1 (stereo not given),-7.9%
O=C(c1ccccn1)N1CCC2(CC1)NC(=O)N(Cc1cccc(Cl)c1)C2=O,-13.3%
Cc1ccc(-n2c(=O)c3c(c4cc(C)ccc4n3C)n(CC(=O)c3ccc(Cl)cc3)c2=O)cc1,-10.4%
Cc1cc(C)nc(Nc2nc3ccccc3c(=O)[nH]2)n1,9.9%
COCC(=O)N1CCCC(c2nn(C)c(=O)n2C(C)C)C1 (stereo not given),-14.2%
N#Cc1ccc(COC(=O)CCC(=O)c2ccccc2)cc1,25.1%
Cc1noc(/C=C/c2cccs2)c1S(=O)(=O)N1CCC(C(=O)NCc2ccccc2Cl)CC1,-28.3%
Cc1cccc(NC(=O)N2CCc3c(C(=O)N(C)Cc4ccco4)cccc32)c1,-18.6%
CCOC(=O)CC(NC(=O)CCc1c(C)nc2c(c1C)c(=O)n(C)c(=O)n2C)c1ccc(OCC)c(OC)c1 (stereo not given),-16.5%
CC(C)(C)NC(=O)c1ccccc1NC(=O)C1CC(=O)N(C2CCCCC2)C1 (stereo not given),8.2%
CCCCNC(=O)c1ccc2c(Cl)c3c(nc2c1)CCCC3,15.1%
Cc1cc(C)cc(C(=O)Nc2cccc(-c3nc4ncccc4o3)c2C)c1,7.0%
CCC(CC)c1nnc(NC(=O)c2nn(Cc3ccccc3)c(=O)c3ccccc23)s1,12.2%
COc1ccc(Cn2c(=O)[nH]c3cccnc32)cc1,-10.8%[86.2 µM]
COc1ccc(-c2cc(N3CCC(NC(=O)c4cccc(C#N)c4)C3)n[nH]2)cc1 (stereo not given),-19.7%
CC1CCN(S(=O)(=O)c2cc(C(=O)NCc3ccc(N(C)C)cc3)n(C)c2)CC1,?
COc1ccc(-c2c(C)oc3cc(OCCN4CCC(C(N)=O)CC4)ccc3c2=O)cc1,0.4%
CCN1CCN(CC(=O)N2CCNC(=O)C2CC(=O)Nc2ccc(F)cc2)CC1 (stereo not given),7.8%
CCN(c1ccccc1)c1nnc(NC(=O)Nc2ccccc2)s1,-12.0%
COc1ccc(CNC(=O)c2cc3cn(C(C)C)cc3s2)cc1,?
O=C(O)c1cccc(-c2ccsc2)c1,17.6%[230 µM]
C=CCN1CCN(C(=O)C2(CCO)CC23CCOCC3)CC1 (stereo not given),-11.1%
CN1C[C@@H](NC(=O)CC(C)(C)C)C[C@H]1c1nc(-c2ccc3c(c2)OCO3)no1,29.0%[86.2 µM]
CN1CCN(C(CNC(=O)c2ccc(F)cc2)c2ccc3c(c2)OCO3)CC1 (stereo not given),-2.5%
COc1ccc(NC(=O)c2cc3c(N4CCSCC4)nc(C)cn3n2)cc1OC,28.2µM*
Cc1cc(C)cc(-n2nnc(-c3nsc(NC(=O)c4ccccc4Cl)n3)c2C)c1,-3.6%
Cc1c(Cl)cccc1NC(=O)C(=O)NCC(c1cccnc1)N1CCN(c2ccccc2)CC1 (stereo not given),19.4%
COc1ccc(OCCN(C)C(=O)c2nn(C)c(=O)c3ccccc23)cc1,33.0%[activator]
O=C(Nc1ccc2c(c1)CCC2)c1ccc(Br)cc1,-6.4%
Cc1cccc(CC(=O)N2CCCN(c3cc(-c4ccc(Br)cc4)[nH]n3)CC2)c1,?
Cc1ccc2cc(C(=O)NCC3CCN(C(C)C)C3)[nH]c2c1 (stereo not given),?
COc1cc(C2C(C(=O)Nc3ccccc3)=C(C)Nc3nc(SCc4ccccc4F)nn32)cc(OC)c1OC (stereo not given),-43.2%
Cc1cc(C)cc(-n2c(SCC(=O)NC3CCCCC3)nc3c([nH]c4ccccc43)c2=O)c1,-9.1%
CCCN(CC1CCOC1)C(=O)Nc1ccc(CC)cc1 (stereo not given),3.1%
CC(C)c1ccc(CC(=O)N2CCCc3ncc(C(=O)N4CCCC[C@@H]4Cc4ccccc4)cc32)cc1,2.7%
Cc1ccc(S(=O)(=O)N2CCN(C(=O)NCC3CN(CC(C)C)CCO3)CC2)cc1 (stereo not given),16.7%
CCOc1ccc(C(=O)N2CCC(n3cc(-c4nc(C)no4)nn3)C2)cc1 (stereo not given),-3.3%
Cc1ccc(F)cc1S(=O)(=O)N(Cc1cc(CN2CCOCC2)cs1)c1ccc(F)cc1,4.8%
COc1cc(OC)cc(C(=O)N2CCCC(c3noc(COc4ccccc4F)n3)C2)c1 (stereo not given),-13.6%
COc1cc(OC)c2c(C)c(CC(=O)NCCc3ccccc3F)c(=O)oc2c1,?
O=C(Nc1cc(F)ccc1F)c1cnc(N2CCCCC2)c2ccccc12,?
CC(=O)Nc1ccc(CN2CC(Oc3ccc(F)c(F)c3)C2)cc1,8.3%[149 µM]
CCCN(CCC)C(=O)CSc1nc2sc3c(c2c(=O)n1-c1ccccc1)CCN(C(C)=O)C3,-29.6%
Cc1nn(C)cc1S(=O)(=O)N1CCN(c2cccc(Cl)c2)CC1,25.7%
COc1ccc(C(=O)NC2CCN(c3cc(-c4cccs4)[nH]n3)C2)c(OC)c1 (stereo not given),?
CN1CCN([C@H]2CCN(C(=O)NCCc3ccccc3)C[C@H]2CCC(=O)O)CC1,25.9%
COc1ccc(C(=O)N2CCn3c(nn(-c4ccc(C)cc4)c3=O)C2)cc1,-25.6%
COc1ccc(/C=C\c2onc(C)c2S(=O)(=O)N2CCC(C(=O)Nc3ccccc3OC)CC2)cc1,?

# Next section (two carried over from the part before).
SMILES,KDM5B inhibitor
COc1ccc(C(=O)N2CCn3c(nn(-c4ccc(C)cc4)c3=O)C2)cc1,-25.6%
COc1ccc(/C=C\c2onc(C)c2S(=O)(=O)N2CCC(C(=O)Nc3ccccc3OC)CC2)cc1,?
O=C(c1n[nH]c2c1CCCC2)N1CCCC2(C1)Nc1cccnc1NC2=NC1CCCC1 (stereo not given),25.1µM*
CCN1C(=O)C2(CCN(S(=O)(=O)c3ccc(Cl)c(C)c3)CC2)c2ccccc21,-5.9%
Nc1nc(CN2CCN(C(=O)c3ccc(F)cc3F)CC2)nc2ccccc12,10.9%
C=Cc1ccc(CSc2nc(-c3ccc(C)cc3)nc3c2Cc2c(CO)cnc(C)c2O3)cc1,-21.5%
CC(C)c1nc2c(NC(=O)COc3ccccc3)cccn2n1,?
COc1cccc(-c2nc3c([nH]2)CN(C(=O)CCn2cnnn2)CC3)c1,?
O=C1CCN(S(=O)(=O)c2ccc3c(c2)CCC3)CCCC(CO)CCN1 (stereo not given),-25.5%
CC(c1ccccc1-n1cccn1)n1cc(-c2nccn2C)nn1 (stereo not given),-1.9%
CN(C)c1nc2c(c(=O)[nH]1)CCN(Cc1cccc(F)c1F)CC2,16.2%
COc1ccccc1CNC(=O)CCC[C@@H]1[C@H]2CCCN3CCC[C@@H](CN1C(=O)c1ccccc1)[C@@H]23,?
CCCOc1ccc(C(=O)Nc2ccc(NC(=O)c3ccc(Br)cc3)cc2)cc1,5.6%[11.5 µM]
COc1ccc(-c2cc(N3CCCC(NC(=O)c4ccc(F)c(F)c4)C3)n[nH]2)cc1 (stereo not given),7.0%

# Reprinted at random: four entries already listed
SMILES,KDM5B inhibitor
C=Cc1ccc(CSc2nc(-c3ccc(C)cc3)nc3c2Cc2c(CO)cnc(C)c2O3)cc1,-21.5%
O=C1CCN(S(=O)(=O)c2ccc3c(c2)CCC3)CCCC(CO)CCN1 (stereo not given),-25.5%
CC(C)c1nc2c(NC(=O)COc3ccccc3)cccn2n1,?
CN(C)c1nc2c(c(=O)[nH]1)CCN(Cc1cccc(F)c1F)CC2,16.2%
